Source: PubChem BioAssay (several laboratories)
hgDAF12 agonist = activates the H. glycines DAF-12 receptor ligand-binding domain. HEK293 GAL4-hgDAF12 UAS-luciferase reporter, agonist luminescence; normalized to butyrate control. activation, % at 6.8 µM. 370,000 compounds, 1.8% hits. AID 687014;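 active means activation above a cutoff set at the mean of all screened compounds plus 3 SD, cut at about 10% in these data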;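 further: 0% = DMSO wells and 100% = sodium butyrate wells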
hcDAF-12 act = H. contortus DAF-12 activation, primary screen. HEK293 hcDAF-12 lit1-tk-luc reporter, luminescence; 0% DMSO, 100% Δ7-dafachronic acid. activation, % at 6.8 µM. 370,000 compounds, 1.4% hits. AID 652067;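 active means activation above the mean of all tested compounds plus 3 SD, cut at about 5.5% in these data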;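 further: 100% = response to 3 µM Δ7-dafachronic acid high control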
FXN GAA850 act = activators of GAA850 frataxin (FXN) promoter; HEK293 lucGAA850 FXN promoter luciferase reporter, 24 h; percent of 10 µM SAHA response; activation, % at 6 µM; 360,000 compounds, 0.56% hits; AID 540364;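 active means activation above the average of all compounds screened plus 3 SD, cutoff fixed separately per campaign, cut at about 7.5% in these data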;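 further: 0% = DMSO wells and 100% = 10 µM SAHA wells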
SMARCA2 act = SMARCA2 function activation, primary screen | MG213 cells, MMTV-luciferase reporter, dexamethasone, overnight | activation, % at 9.1 µM | 370,000 compounds, 1% hits | AID 652017; in the data active means activation above about 7.8%;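 further: 0% = vehicle wells and 100% = reference activator wells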
NPR2 activator = GC-B (human) receptor activation. P20594. HEK293-GC-B cells, CNP EC30, cGMP TR-FRET; 0% at EC30 CNP, 100% saturating CNP. activation, % at 10 µM. 370,000 compounds, 0.11% hits. AID 1920062;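 active means activation at 10 µM reaching about 35% in either raw or pattern-adjusted values, limit read from the data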
sPLA2-III inh = Inhibits HGIII-sPLA2 liposome hydrolysis, primary screen. Q9NZ20. QFRET BODIPY PC-A2 liposome hydrolysis, fluorescence. inhibition, % at 12.2 µM. 370,000 compounds, 0.56% hits. AID 743126;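 active means inhibition above mean plus 3 SD of compounds lying within the high and low control bounds, cut at about 19% in these data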;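 further: 0% = median of test compound wells and 100% = no enzyme DMSO wells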
NPR1 activator = GC-A (human) enzyme activation; 370,000 compounds, 0.14% hits; AID 1671463; activation, % at 10 µM; HEK293 GC-A cells, cGMP TR-FRET, EC30 ANP; 0% at EC30 ANP, 100% saturating ANP; P16066; in the data active means activation above about 40%
DAX1 inh-1 = DAX1 (NR0B1) inhibition, primary screen | inhibition, % at 6.8 µM | 370,000 compounds, 1.1% hits | AID 652010 | HEK293T StAR-luciferase reporter, SF-1/DAX-1 repression relief;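 active means inhibition above the mean over all tested compounds plus 3 SD, cut at about 3.6% in these data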;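 further: 0% = DAX-1 cells with DMSO and 100% = cells lacking DAX-1 with DMSO; higher inhibition means more luminescence from relief of DAX-1 repression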
DAX1 inh-2 = inhibitors of human orphan nuclear receptor DAX1 (NR0B1); AID 504766; HEK293 Gal4-DAX1 luciferase reporter, luminescence; inhibition, % at 6.75 µM; 340,000 compounds, 0.99% hits; P51843;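 active means inhibition above the mean over all tested compounds plus 3 SD, cut at about 4.2% in these data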;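 further: 0% = DAX1-transfected cells with DMSO and 100% = empty-vector control cells with DMSO; inhibition shows as a rise in luminescence from relieved DAX1 repression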
Target sequence (P51843 207-470 limits assumed): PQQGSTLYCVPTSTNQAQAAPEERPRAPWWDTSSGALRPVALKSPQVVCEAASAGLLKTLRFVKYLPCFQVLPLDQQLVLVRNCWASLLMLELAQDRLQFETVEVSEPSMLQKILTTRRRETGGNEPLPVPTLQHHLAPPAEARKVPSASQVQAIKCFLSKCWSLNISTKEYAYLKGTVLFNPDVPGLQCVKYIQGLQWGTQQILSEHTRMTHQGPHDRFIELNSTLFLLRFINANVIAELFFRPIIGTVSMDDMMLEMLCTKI
ADAM10 inh = inhibitors of human ADAM10 | recombinant ADAM10, EDANS/DABCYL FRET peptide cleavage, 3 h | AID 720582 | inhibition, % at 7 µM | 370,000 compounds, 0.62% hits | O14672;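 active means inhibition above a per-campaign cutoff equal to the mean of compounds falling between control-based bounds plus 3 SD, cut at about 20% in these data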;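 further: 0% = DMSO wells while the 100% control is not disclosed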
Target sequence (O14672 214-748 limits assumed): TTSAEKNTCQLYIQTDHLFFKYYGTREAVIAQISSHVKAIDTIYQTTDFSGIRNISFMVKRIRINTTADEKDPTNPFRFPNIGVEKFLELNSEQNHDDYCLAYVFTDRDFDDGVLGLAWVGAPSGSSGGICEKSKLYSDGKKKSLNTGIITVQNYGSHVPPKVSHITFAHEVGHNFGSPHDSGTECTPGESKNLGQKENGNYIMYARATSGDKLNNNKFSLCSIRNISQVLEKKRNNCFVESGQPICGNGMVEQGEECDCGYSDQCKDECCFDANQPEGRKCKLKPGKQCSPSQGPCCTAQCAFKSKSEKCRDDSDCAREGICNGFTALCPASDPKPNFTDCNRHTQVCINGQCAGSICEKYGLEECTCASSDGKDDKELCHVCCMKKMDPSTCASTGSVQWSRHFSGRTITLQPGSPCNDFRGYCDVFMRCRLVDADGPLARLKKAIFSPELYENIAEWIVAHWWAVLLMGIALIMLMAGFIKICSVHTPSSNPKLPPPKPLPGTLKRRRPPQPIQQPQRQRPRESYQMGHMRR
ssDAF12 agonist = S. stercoralis DAF-12 activation, primary screen | HEK293 ssDAF-12/GRIP1 lit1-tk-luc reporter, luminescence; % of 3 µM dafachronic acid response | activation, % at 6.8 µM | 370,000 compounds, 1% hits | AID 652126;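 active means activation above the mean over all tested compounds plus 3 SD, cut at about 0.9% in these data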;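 further: 0% = DMSO-only wells and 100% = 3 µM delta7-dafachronic acid wells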
Active calls of the source: *; i = inactive; . = no result given; & = joins results of further samples; ! = not active in a repeat.

SMILES	NPR1 activator	DAX1 inh-1	NPR2 activator	SMARCA2 act	FXN GAA850 act	hgDAF12 agonist	hcDAF-12 act	sPLA2-III inh	ADAM10 inh	DAX1 inh-2	ssDAF12 agonist
Cc1ccnc(NC(=O)CCCOc2cc(=O)n(C)c3ccccc23)c1	-4&-3	-0.5&-3.6	-5&-3	22*!	8.8*!	2.5&-1.4	-0.7&-0.7	8&-6	-10&8	7.0*	-0.2&-1.9
Cc1n[nH]c(C)c1S(=O)(=O)Nc1ccc2c(c1)OCCO2	-3	-2.8	-1	-5	-7.1	-8.9	-4.2	2	-3	0.8	-2.3
CCC(Oc1ccccc1)C(=O)Nc1ccccc1C(=O)N1CCOCC1 (stereo unspecified)	1	-2.5	2	-1	0.5	-1.1	-0.8	-2	-1	-0.5	-1.2
C=CCN(C(=O)CNS(=O)(=O)c1ccccc1)C(C(=O)NCCOC)c1cccnc1 (stereo unspecified)	0	0.5	-2	-1	-1.9	-1.6	0.2	12	-25	-0.3	-0.8
CSc1nnc(C)c(=O)[nH]1	5	-0.5	4	1	0.9	-1.3	-0.6	-5	-2	0.3	-1.7
CN(CCCC1CCCC1)C(=O)CCc1nnc(-c2ccccc2)o1	-5	1.4	1	4	5.4	12*	2.9	8	-5	5.4*	0.1
COc1ccc(OCC(=O)NC(=S)NNC(=O)COc2ccc(Br)cc2Cl)cc1	3	0.4	-2	2	-0.2	3.2	0.9	-9	2	0.0	-1.1
Cc1ccc(-n2nc(C)c3c(C)c(CCC(=O)NCCCOC(C)C)c(C)nc32)cc1	-1	-0.5	7	-1	2.4	-0.1	-0.6	-7	-70	-1.1	-1.1
CN1/C(=C\C(=O)COC(=O)c2ccc(O)c(O)c2)C(C)(C)c2ccccc21	-1	-0.9	5	-4	.	-5.6	-2.5	-5	-95	.	-1.5
CC1CCN(S(=O)(=O)c2ccc(C(=O)Nc3ccccn3)cc2)CC1	-3	0.4	4	-1	6.6	3.7	1.9	15	-11	-1.2	-0.4
S=C(Nc1cccc(Cl)c1)N1CCN(c2ccccn2)CC1	1	-0.2	1	-1	2.4	-1.3	-1.4	4	6	-1.3	-1.0
COc1ccc(CC(=O)N(CCC2=CCCCC2)c2c(N)n(Cc3ccccc3)c(=O)[nH]c2=O)cc1OC	5	-2.0	10	2	-2.9	1.4	-0.7	2	-4	-0.7	-0.6
CC(=O)Nc1cccc(-c2csc(Nc3cc(C)ccn3)n2)c1	3	3.5	-5	5	4.2	11*	0.5	-18	4	1.4	-1.2
COc1ccc(/C=C2\SC(=Nc3ccccc3OC)NC2=O)cc1	-5	-1.4	-7	0	-4.2	2.1	-2.9	-38	5	4.3*	-1.6
CCO[C@H]1OC(C(=O)N2CCCCCCC2)=C[C@@H](c2ccccc2)[C@@H]1CCCO	-6	0.2	-10	-1	0.5	-1.1	-2.1	2	-13	1.6	-1.4
Cc1ccc2[nH]c(C(=O)N3CCN(C=O)CC3)cc2c1	1	0.3	-3	1	0.9	-0.7	-2.6	0	1	-0.9	-1.0
COc1ccc(NC(=O)C2CCN(c3ncnc4c3nc3n4CCCCC3)CC2)c(OC)c1	-2	-0.8	-5	-1	-0.8	-1.5	-2.9	0	-2	0.1	-1.4
CCCSc1nnc(NC(=O)c2nc(SC)ncc2Cl)s1	-3	-1.2	5	-2	1.4	9.8	-2.7	3	-11	1.6	-0.7
Cc1ccc(NC2CCCN(C(=O)c3cn4cccc(C)c4n3)C2)cc1C (stereo unspecified)	-3	-1.3	4	3	1.3	1.2	0.9	7	2	0.0	-0.8
COc1cccc(-n2nnc3c(=O)n(Cc4ccc(Br)cc4)cnc32)c1	1	0.0	-2	-3	-1.5	-0.5	-1.7	-1	-5	0.8	-1.1
O=C(c1ccc2c(c1)OCO2)C1CCCN(C(=O)NCc2ccccc2)C1 (stereo unspecified)	1	-0.4	-1	0	0.1	-0.1	-1.1	0	-8	-0.8	-1.8
Cc1ccc(NC(=O)COC(=O)CC2SC(N3CCCC3)=NC2=O)cc1 (stereo unspecified)	1	1.8	-1	-1	2.2	-0.8	0.8	8	-16	-0.6	-0.8
COCCSc1ccccc1C(=O)Nc1ccc(Br)cc1	-5	0.2	-4	-3	-0.1	0.7	-1.6	7	-6	-1.4	-2.2
COc1ccc(S(=O)(=O)NC2CCSc3ccccc32)cc1NC(C)=O (stereo unspecified)	1	-0.3	6	1	0.1	-2.7	4.5	4	-6	3.5	-1.3
Cc1ccc(SCC(=O)NCc2cccnc2)cc1	3	0.1	7	-3	0.2	1.6	-0.5	9	-9	2.3	-2.0
COc1ccc(CC(=O)NCc2n[nH]c(=S)n2-c2cccc(C)c2)cc1	-2	-0.4	6	-2	-1.5	1.6	2.0	9	-4	-0.8	-1.6
COc1ccc(S(=O)(=O)N2CCC(C(=O)NCCc3ccccc3)CC2)cc1	2	-0.1	1	-1	1.0	-2.2	-1.1	4	-1	-0.3	-0.4
CCOC(=O)c1c(C)[nH]c(C(=O)COC(=O)COc2ccc(OC)cc2)c1C	3	-0.2	-6	-4	1.9	-2.8	-1.0	-4	1	2.7	-0.7
COc1ccc(C2CC=C(C(C)=O)CN2S(=O)(=O)c2ccc(Cl)cc2)cc1 (stereo unspecified)	-6&-2	-0.9&-2.2	-4&-4	5&-4	.	0.4&-0.8	0.9&1.5	0&-3	-5&-14	.	-1.4&-1.5
Cc1ccc2oc3ccccc3c(=O)c2c1	-1	2.4	-8	-1	2.3	5.2	0.4	2	-167	2.5	-1.5
C[N+]1(CCCOC(=O)C2(c3ccccc3)CCCC2)CCOCC1	2	-0.3	1	-1	2.2	1.6	-0.8	12	2	3.0	-1.7
Cc1ccc(NC(=O)C(C)Sc2nnc(C)n2CC2CCCO2)cc1 (stereo unspecified)	1	-0.2	2	-3	0.7	-0.9	-2.5	4	-6	1.1	-1.4
O=C(Cn1c(=O)n(CCCC(=O)NC2CCCC2)c(=O)c2ccccc21)NCCC1=CCCCC1	-9	-0.4	-12	3	1.2	0.5	-1.8	1	-6	0.3	-1.6
Cc1ccc(OCCCCCCN2CCNCC2)c(Br)c1	-2	-0.2	-8	11*	2.8	4.0	5.9*	0	1	4.7*	-0.9
Oc1cc(-n2cccn2)c(O)cc1-n1cccn1	5	-0.8	1	-2	-1.9	-0.1	-1.5	7	-7	1.2	-0.9
COc1ccc(N(C(=O)c2snc(C(N)=O)c2N)C(C(=O)NC2CCCC2)c2cccs2)cc1OC (stereo unspecified)	-24	0.1	-8	-2	-0.9	-2.9	-1.8	10	-98	0.0	-1.3
Cc1cc(NS(=O)(=O)c2cccs2)no1	2	0.2	4	3	-2.4	-0.4	-0.5	9	2	-0.3	-1.0
COc1ccc(/C=C2\SC(=S)N(N3C(=O)CCC3=O)C2=O)cc1O	-4	-0.4	-10	-4	1.6	-1.7	-1.1	2	-5	4.4*	-0.3
COC(=O)c1cc2oc3ccccc3c2n1Cc1ccccn1	0	-0.2	-1	-1	0.9	-0.9	-3.0	-4	5	1.5	-1.1
Cc1ccccc1CC1CCN(CCCNC(=O)Nc2ccccc2)CC1	-5	0.9	1	0	0.4	0.8	-1.6	-12	-2	1.0	-1.2
COC(=O)c1cc2c(c3c4cc(F)ccc4n(S(=O)(=O)c4cccc(C)c4)c13)C(=O)N(Cc1ccccc1OC)C2	-3	-0.5	9	-4	.	0.7	-0.5	-1	-7	.	-0.3
O=C(c1ccccc1)N(Cc1cccc(Br)c1)C1CCS(=O)(=O)C1 (stereo unspecified)	-6	-0.7	-4	-3	1.9	-1.5	-2.7	2	-2	-0.6	-1.4
O=C(CSc1ccc(-c2ccco2)nn1)Nc1ccc(F)cc1	0	-3.2	-1	-3	0.9	0.8	-2.1	-7	-26	-0.4	-0.8
Cn1cccc1-c1nc2ccc([N+](=O)[O-])cc2[nH]1	10	1.0	10	5	6.6	11*	2.6	-13	8	1.6	-0.6
COCCOC(=O)C1=C(C)NC(C)=C(C(=O)OC(C)C)C1c1cccc([N+](=O)[O-])c1 (stereo unspecified)	-16&-17	-0.4&-0.5	-10&-20	2&-6	-0.7	-0.2&-0.6	-3.9&-3.7	-1&6	22*!	-1.0	-1.9&-1.0
COc1ccc2c(c1)c(CC(=O)OCC(N)=O)c(C)n2C(=O)c1ccc(Cl)cc1	-1	0.8	-8	0	0.8	-0.6	0.1	0	-4	0.1	-1.4
CSc1ncccc1C(=O)Nc1ccc2nc(C)sc2c1	-2	1.8	-5	-2	2.3	4.4	-0.4	4	7	0.8	-1.4
N#Cc1nc(-c2ccc(F)cc2)oc1N1CCC(C(N)=O)CC1	1	0.0	-7	1	4.5	1.1	-0.2	1	i	-0.5	-1.2
Cc1cccc(NC(=S)NC(=O)CCc2ccccc2)c1C	0	-0.3	1	0	3.3	1.6	-1.7	-6	5	0.1	-1.2
CC1CCCCC12NC(=O)N(CC(=O)Nc1cccc(S(=O)(=O)N3CCCCC3)c1)C2=O (stereo unspecified)	-3	-1.0	1	-3	1.0	-7.1	-1.1	-11	-4	0.9	-0.4
CCOC(=O)Nc1ccc(NC(=O)OCC)cc1	2	0.4	0	11*	2.0	3.1	-0.6	2	3	-0.6	-0.3
Brc1csc(C=Nc2ccc3c(c2)OCCOCCOCCOCCO3)c1	5	-0.3	0	-3	-3.3	-1.0	-1.4	14	-20	0.5	-0.4
CCn1c(SCC(=O)N(C)c2ccccc2)nc2c([nH]c3ccccc32)c1=O	5	-2.6	-3	-1	2.0	1.5	2.8	4	-6	0.5	0.9
O=C(NCCCNc1ccc(C(F)(F)F)cc1[N+](=O)[O-])c1ccc(Cl)cc1	-2	0.6	-8	-1	2.5	-1.2	-1.4	-3	2	-0.1	-0.7
CC(=O)Nc1ccc(C=NNC(=O)c2ccc(NS(=O)(=O)c3cccs3)cc2)cc1	-1	1.7	4	-3	-1.3	2.1	1.8	-6	-10	-1.3	-1.4
Cc1cccc(NC(=O)c2ccc3c(Cl)c4c(nc3c2)CCCC4)n1	9	1.6	4	3	3.4	3.7	-0.6	7	-3	2.2	-1.1
CCOc1cc(S(=O)(=O)NC2CCCCCC2)ccc1F	-2	-1.2	2	0	-0.1	0.8	-2.3	-7	0	-0.9	-1.2
Clc1cccc(CNc2nnnn2-c2ccccc2)c1	-1	-2.1	-3	-3	-1.0	-4.3	-1.9	-17	5	-0.7	-1.4
CCOC(=O)C(CC)Sc1nc2c(cnn2-c2ccccc2)c(=O)[nH]1 (stereo unspecified)	5	-1.1	-5	1	1.4	0.8	0.1	-10	8	-0.4	-1.5
